HIF activator = HIF pathway transcriptional activation. U2OS HRE-luciferase reporter, luminescence; normalized: DMSO 0%, desferrioxamine 100%. activation, % at 7.5 µM (by protocol). 0.32% of 300,000 active. AID 1910;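 active means mean activation of at least 10% of the iron chelator positive control signal, with at least half of replicates also reaching 10%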
KLF5 inh = inhibitors of KLF5 expression. DLD-1 KLF5 promoter-luciferase reporter, luminescence. inhibition, % at 5 µM. 0.23% of 290,000 active. AID 1700;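 active means inhibition above a per-plate limit of that plate's mean compound inhibition plus 3 SD, cut at about 60% in these data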;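 further: 0% = DMSO wells and 100% = LY294002 at 200 µM; higher means less KLF5 promoter-driven luciferase light; inactives centre near -14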
TRPC6 act = mouse TRPC6 channel activation; Q61143; HEK293-TRPC6 membrane potential dye fluorescence; stronger effect = higher value; B-score at 10 µM; 0.13% of 310,000 active; AID 2550;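 active means B-score of the integrated fluorescence ratio above library mean plus 3 SD, and starting fluorescence ratio within library mean plus 5 SD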;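 further: higher score means more depolarization so channel activation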
Target sequence (Q61143 whole entry, looked up): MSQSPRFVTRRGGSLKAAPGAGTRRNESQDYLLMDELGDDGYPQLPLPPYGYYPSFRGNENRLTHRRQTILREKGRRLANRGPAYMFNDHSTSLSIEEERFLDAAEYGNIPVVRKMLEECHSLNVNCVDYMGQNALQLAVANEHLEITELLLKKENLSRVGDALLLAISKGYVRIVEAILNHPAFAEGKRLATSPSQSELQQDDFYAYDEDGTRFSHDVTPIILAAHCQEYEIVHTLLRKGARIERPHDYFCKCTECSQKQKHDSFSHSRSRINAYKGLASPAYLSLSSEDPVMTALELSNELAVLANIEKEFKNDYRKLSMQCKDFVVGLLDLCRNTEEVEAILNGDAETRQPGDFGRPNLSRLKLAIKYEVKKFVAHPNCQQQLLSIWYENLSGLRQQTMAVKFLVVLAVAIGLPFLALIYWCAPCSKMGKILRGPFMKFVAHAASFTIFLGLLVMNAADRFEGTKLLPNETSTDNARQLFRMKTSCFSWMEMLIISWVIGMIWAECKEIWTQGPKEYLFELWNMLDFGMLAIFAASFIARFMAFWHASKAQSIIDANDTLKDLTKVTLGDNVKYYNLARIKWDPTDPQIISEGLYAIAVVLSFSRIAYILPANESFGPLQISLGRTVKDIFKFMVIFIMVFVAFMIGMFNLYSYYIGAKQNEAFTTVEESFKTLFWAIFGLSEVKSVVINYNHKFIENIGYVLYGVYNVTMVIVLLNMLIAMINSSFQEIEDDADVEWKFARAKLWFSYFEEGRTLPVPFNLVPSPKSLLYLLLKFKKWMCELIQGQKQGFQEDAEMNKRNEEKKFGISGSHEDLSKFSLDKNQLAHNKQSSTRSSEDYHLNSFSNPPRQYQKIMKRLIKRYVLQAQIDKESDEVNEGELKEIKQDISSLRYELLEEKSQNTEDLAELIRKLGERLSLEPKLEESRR
IEC-6 cytotox = IEC-6 cytotoxicity, counter-screen for KLF5 inhibitors; luminescence viability; inhibition, % at 5 µM; 0.78% of 290,000 active; in the data active means inhibition above about 22%;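 further: 0% = plate median of test compound wells and 100% = cytotoxic reference compound wells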
aSyn UTR inh = 5' untranslated region of α-synuclein, MLPCN primary screen | inhibition, % (tested at 7.5 µM) | 0.82% of 300,000 active | alpha-synuclein 5'UTR reporter, inhibitor activity; in the data active means inhibition above about 60%;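 further: H4 neuroglioblastoma cells stably carrying SNCA 5'UTR luciferase fusion; 0% = DMSO wells and 100% = positive control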
TRPC6 inhibitor = inhibitors of mouse TRPC6 channel; HEK293-TRPC6, membrane potential dye, ACh-evoked depolarization; stronger effect = lower value; B-score at 10 µM; 1.1% of 310,000 active;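 active means B-score under library mean minus 3 SD, initial fluorescence not abnormally high, positive integrated signal ratio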;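 further: B-score derived from integrated fluorescence ratio over the kinetic read; more negative B-score means stronger inhibition of depolarization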
TRPC4 act = opens the mouse TRPC4 cation channel. B-score at 10 µM. HEK293 TRPC4beta/mu-opioid, Fluo4 calcium fluorescence; stronger effect = higher value. AID 2237. Q9QUQ5. 0.49% of 310,000 active;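 active means B-score above 5 SD of library B-scores, and initial fluorescence ratio not above library mean plus 5 SD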;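 further: positive B-score marks a calcium rise read as TRPC4 activation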
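Incubation: 45 min room-temperature Fluo4 loading, 110 s read / System: HEK293 cells stably co-expressing mouse TRPC4beta and mu-opioid receptor / Signal: Fluo4 fluorescence, kinetic / Control set: buffer (low) and maximal DAMGO (high) / Measure: integrated baseline-normalised fluorescence ratio, converted to per-well B score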
MrgX1 antag = antagonists of human MrgX1 receptor. 1.3% of 310,000 active. MRGX1-HEK293 calcium flux, Fluo-4, BAM8-22 antagonism; stronger effect = lower value. Q96LB2. AID 588676. B-score at 10 µM;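 active means calcium-response B-score plate-corrected more than 3 library SD below zero, starting fluorescence within 5 deviations, no agonist response on first addition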;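 further: peak minus trough fluorescence over baseline after final BAM8-22 challenge near maximal dose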
SKKanGAS inh = SKKanGAS growth inhibition; S. pyogenes SKKanGAS, kanamycin growth, BacTiter-Glo, 6 h; inhibition, % at 7.5 µM; 1.3% of 300,000 active;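 active means mean replicate score, as percent of positive control median, at least 50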;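 further: strain carries kanamycin resistance gene driven by streptokinase promoter and grows in 40 µg/ml kanamycin; loss of luminescence reflects streptokinase promoter inhibition or plain growth inhibition; 0% = median of DMSO wells and 100% = positive control at its reference dose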
TRPC4 PAM = allosteric potentiators of mouse TRPC4 channel. Q9QUQ5. HEK293 TRPC4beta/mu-opioid, DAMGO EC20, Fluo-4 Ca2+ flux; stronger effect = higher value. B-score at 10 µM. 0.42% of 310,000 active. AID 2227;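 active means B-score of calcium response area above 5 SD of library B-scores, with initial fluorescence ratio within 5 SD of library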;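 further: B-score of integrated fluorescence ratio over time as area under calcium response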
TRPC4 inh = blocks the mouse TRPC4 cation channel. Q9QUQ5. AID 2247. 0.39% of 300,000 active. HEK293 TRPC4beta/mu-opioid, DAMGO-evoked Fluo4 calcium flux; stronger effect = lower value. B-score at 10 µM;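 active means B-score over 3 SD under the library average, no early fluorescence shift, positive overall ratio signal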
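Material: HEK293 cells with stable TRPC4beta plus mu-opioid receptor expression / Probe or stimulus: DAMGO in two steps, submaximal then maximal / Compound: single concentration per test compound / Technique: kinetic Fluo4 fluorescence imaging of calcium influx / Read-out: per-well B score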
* = called active by the depositor; i = inactive; · = no result given.

SMILES	HIF activator	KLF5 inh	TRPC6 act	IEC-6 cytotox	aSyn UTR inh	TRPC6 inhibitor	TRPC4 act	MrgX1 antag	SKKanGAS inh	TRPC4 PAM	TRPC4 inh
CC(C)C[C@@H]1NC(=O)[C@H](C(C)C)NC(=O)c2cc([N+](=O)[O-])cc(I)c2NCC[C@@H](C(N)=O)NC1=O	0.2	8	i	2	0	i	i	i	8	i	i
CCNC(=S)NNC(=O)c1c(Cl)c(C)nn1C	0.0	-9	i	-7	12	i	i	i	-1	i	i
CCCC(=O)N=c1sc2c(OC)ccc(OC)c2n1C	0.0	-12	i	9	-9	i	i	i	-10	i	i
Nc1nc2c(ncn2CCC(CO)CO)c(=O)[nH]1	-0.1	·	i	·	5	i	i	i	4	i	i
O=C(O)c1cccc(Nc2ccc([N+](=O)[O-])c3nonc23)c1	0.4	-18	i	2	5	i	i	i	3	i	i
Cc1ccc(OCc2cc(C(=O)NCCc3cccnc3)no2)cc1C	2.4	-38	i	6	-60	i	i	i	-9	i	i
Cn1cnc2c(NCc3ccco3)ncnc21	0.0	-25	i	0	16	i	i	i	-2	i	i
Cc1onc(C(=O)NN)c1-c1csc(COc2ccc(Cl)cc2)n1	·	-12	i	1	·	i	i	i	3	i	i
CC(C)OC(=O)CC(=O)CSc1nc2c(cc1C#N)CCC2	-4.5	-25	i	-8	0	i	i	i	8	i	i
Cc1cc(NC(c2cccnc2)c2c(C)[nH]c3ccccc23)no1 (stereo not drawn)	0.1	-30	i	2	31	i	i	i	6	i	i
COc1cccc2c1C(=O)O/C2=C/c1ccc2c(c1)OCO2	-0.9	-110	i	0	-6	i	i	i	19	i	i
COc1cc(OC)cc(C(=O)NC(=S)N2CCCCC2c2cccnc2)c1 (stereo not drawn)	-0.4	-1	i	3	5	i	i	i	-1	i	i

For convenience, some entries already given:
SMILES	HIF activator	KLF5 inh	TRPC6 act	IEC-6 cytotox	aSyn UTR inh	TRPC6 inhibitor	TRPC4 act	MrgX1 antag	SKKanGAS inh	TRPC4 PAM	TRPC4 inh
CC(C)C[C@@H]1NC(=O)[C@H](C(C)C)NC(=O)c2cc([N+](=O)[O-])cc(I)c2NCC[C@@H](C(N)=O)NC1=O	0.2	8	i	2	0	i	i	i	8	i	i
CCNC(=S)NNC(=O)c1c(Cl)c(C)nn1C	0.0	-9	i	-7	12	i	i	i	-1	i	i
CCCC(=O)N=c1sc2c(OC)ccc(OC)c2n1C	0.0	-12	i	9	-9	i	i	i	-10	i	i
Nc1nc2c(ncn2CCC(CO)CO)c(=O)[nH]1	-0.1	·	i	·	5	i	i	i	4	i	i
O=C(O)c1cccc(Nc2ccc([N+](=O)[O-])c3nonc23)c1	0.4	-18	i	2	5	i	i	i	3	i	i
Cc1ccc(OCc2cc(C(=O)NCCc3cccnc3)no2)cc1C	2.4	-38	i	6	-60	i	i	i	-9	i	i
Cn1cnc2c(NCc3ccco3)ncnc21	0.0	-25	i	0	16	i	i	i	-2	i	i
Cc1onc(C(=O)NN)c1-c1csc(COc2ccc(Cl)cc2)n1	·	-12	i	1	·	i	i	i	3	i	i
CC(C)OC(=O)CC(=O)CSc1nc2c(cc1C#N)CCC2	-4.5	-25	i	-8	0	i	i	i	8	i	i
Cc1cc(NC(c2cccnc2)c2c(C)[nH]c3ccccc23)no1 (stereo not drawn)	0.1	-30	i	2	31	i	i	i	6	i	i
COc1cccc2c1C(=O)O/C2=C/c1ccc2c(c1)OCO2	-0.9	-110	i	0	-6	i	i	i	19	i	i

Later entries
SMILES	HIF activator	KLF5 inh	TRPC6 act	IEC-6 cytotox	aSyn UTR inh	TRPC6 inhibitor	TRPC4 act	MrgX1 antag	SKKanGAS inh	TRPC4 PAM	TRPC4 inh
Cn1c2c(c(=O)n(C)c1=O)CN(CCc1ccccc1)CN2	-0.1	-23	i	-7	0	i	i	i	-4	i	i
COc1ccc(NC(=O)Cn2c(CCC(=O)O)ccc2-c2ccccc2)cc1	-0.1	-19	i	-8	9	i	i	i	-1	i	i
CN1CCc2c(sc(NC(=O)C3CCCN3S(=O)(=O)c3ccc(Cl)s3)c2C(N)=O)C1 (stereo not drawn)	0.3	·	i	·	-19	i	i	i	-1	i	i
Cc1cccc(-n2c(N)cc(=O)[nH]c2=S)c1C	-2.2	-43	·	-2	15	·	·	i	5	·	·
Clc1ccc2c(c1)C(N1CCNCC1)=Nc1ccccc1O2	-0.2	-5	i	2	-30	-5.1*	i	i	0	i	i
CC(C)Oc1ccc(C(=O)Nc2ccc(N(C)C)cc2)cc1	·	-66	i	-4	-42	i	i	i	3	i	i
COc1cccc(OC)c1C(=O)Nc1cccc(-c2nc3ccccc3[nH]2)c1	0.8	-35	i	-7	-29	i	i	i	-9	i	i
Cc1ccc(N=C2C(=O)Nc3c(C)cccc32)cc1	-1.3	-25	i	6	5	i	i	i	-3	i	i
Cc1ccc(-n2nnc3c(=O)n(CC(=O)N4CCOCC4)cnc32)cc1	0.0	-6	i	2	-20	i	i	i	-6	i	i
COc1ccc(N2CCN(C(=O)CCS(=O)(=O)c3ccc4c(c3)CCN4C(=O)C3CC3)CC2)cc1	-0.6	-6	i	-4	37	i	i	i	1	i	i
Cc1cc(C)c(NC(=O)COC(=O)c2cccc3c2C(=O)c2ccccc2C3=O)c(C)c1	0.2	-4	i	6	41	i	i	i	40	i	i
CC(=O)c1ccc(S(=O)(=O)NCCC(=O)OC(C)C(=O)Nc2ccc(F)cc2)cc1 (stereo not drawn)	-0.3	·	i	·	7	i	i	i	-5	i	i

3 structures out of the list, arranged by molar mass, descending.
SMILES	HIF activator	KLF5 inh	TRPC6 act	IEC-6 cytotox	aSyn UTR inh	TRPC6 inhibitor	TRPC4 act	MrgX1 antag	SKKanGAS inh	TRPC4 PAM	TRPC4 inh
Cc1cc(C)c(NC(=O)COC(=O)c2cccc3c2C(=O)c2ccccc2C3=O)c(C)c1	0.2	-4	i	6	41	i	i	i	40	i	i
Clc1ccc2c(c1)C(N1CCNCC1)=Nc1ccccc1O2	-0.2	-5	i	2	-30	-5.1*	i	i	0	i	i
Cc1cccc(-n2c(N)cc(=O)[nH]c2=S)c1C	-2.2	-43	·	-2	15	·	·	i	5	·	·

Screening data as filed in PubChem.
